Compound activity (PubChem BioAssay)
FBW7 act = human FBW7 E3 ligase activation, primary screen; AlphaScreen FBW7–phospho-cyclin E peptide binding, activator screen; normalized activity (activation), % at 26.1 µM; 0.13% of 650,000 active; Q969H0; AID 1259310; in the data active means normalized activity above about 1.9%;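 further: purified mutant Fbw7 with reduced substrate affinity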
Target sequence (Q969H0 whole entry, looked up): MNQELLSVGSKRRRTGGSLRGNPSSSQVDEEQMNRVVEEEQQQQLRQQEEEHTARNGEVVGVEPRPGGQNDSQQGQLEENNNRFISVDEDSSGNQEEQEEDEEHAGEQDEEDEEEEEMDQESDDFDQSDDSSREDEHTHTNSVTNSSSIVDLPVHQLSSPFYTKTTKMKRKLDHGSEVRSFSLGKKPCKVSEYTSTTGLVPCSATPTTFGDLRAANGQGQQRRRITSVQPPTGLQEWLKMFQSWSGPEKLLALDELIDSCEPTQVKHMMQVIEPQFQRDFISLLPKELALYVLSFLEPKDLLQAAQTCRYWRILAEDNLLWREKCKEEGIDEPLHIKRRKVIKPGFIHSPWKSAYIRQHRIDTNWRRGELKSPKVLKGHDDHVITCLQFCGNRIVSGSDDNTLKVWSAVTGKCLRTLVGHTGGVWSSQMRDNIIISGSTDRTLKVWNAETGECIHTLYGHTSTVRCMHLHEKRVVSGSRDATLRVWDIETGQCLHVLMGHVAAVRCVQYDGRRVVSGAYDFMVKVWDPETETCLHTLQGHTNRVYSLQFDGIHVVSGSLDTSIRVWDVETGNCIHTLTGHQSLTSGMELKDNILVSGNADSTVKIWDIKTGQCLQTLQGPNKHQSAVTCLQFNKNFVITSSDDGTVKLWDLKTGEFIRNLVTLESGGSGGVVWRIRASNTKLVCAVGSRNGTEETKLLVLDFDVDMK
TEAD-YAP inh = TEAD-YAP interaction inhibition; HEK-TIYL cells, TEAD-Gal4/YAP UAS-luciferase luminescence; inhibition, % at 9.12 µM; 1.4% of 640,000 active; AID 1259422; in the data active means inhibition above about 32%;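 further: 0% = median of test compound wells and 100% = reference inhibitor wells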
MITF inh = inhibitors of human MITF; O75030; inhibition, % at 2.6 µM; AlphaScreen MITF homodimerization, bead proximity signal; AID 1259374; 0.91% of 650,000 active; in the data active means inhibition above about 50%;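 further: 0% = vehicle wells with protein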
GPR151 ag = activates the human receptor GPR151. Q8TDV0. PathHunter beta-arrestin GPR151 cells, luminescence. activation, % at 11.2 µM. 1% of 650,000 active. AID 1508602; in the data active means activation above about 4.9%;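 further: 0% = median of compound wells and 100% = cells with positive control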
An asterisk follows results filed as active; & = joins results of further samples. Rows are unselected (roughly 3.5% active in at least one column).

molecule	MITF inh	FBW7 act	GPR151 ag	TEAD-YAP inh
CCCC(=O)Nc1cnc(NC(=O)c2ccc(Cl)cc2)cc1C	16	0.1	0.0	-26
Cn1c(=O)n(C)c2cc([N+](=O)[O-])c(N3CCN(C(=O)c4ccc(F)cc4)CC3)cc21	11	0.0	-1.9	16
CC(C)(C)c1ccc(C(=O)On2c(C3CCCCC3)nc3ccccc3c2=O)cc1	16	0.8	-0.2	12
CCCOC(=O)c1ccc(NC(=O)CCC(=O)Nc2ccc(C(=O)OCCC)cc2)cc1	1	1.4	-0.2	-2
COc1ccc(Cl)cc1Nc1nnc(Cc2ccc(F)cc2)c(=O)[nH]1	4	0.0	-2.0	-4
COc1cccc(-c2nc3sc4c(c3c(=O)n2CC(=O)Nc2ccc(F)c(Cl)c2)CCCC4)c1	25	0.0	-0.3	1
O=C(NCc1ccc2c(c1)OCO2)c1ccc2c(=O)n(Cc3ccccc3)c(=S)[nH]c2c1	4	0.3	0.1	-7
O=C(Cn1c(=O)oc2cc(Cl)ccc21)N1CCc2ccccc21	9	0.0	2.4	2
CCN(CC)c1ccc(C(=O)N/N=C(\C)c2ccc(C#N)cc2)cc1	-9	-0.2	-0.7	-4
CC(=O)c1ccc(OCC(=O)N2CCN(C(C)=O)CC2)cc1	3	0.1	-1.2	2
Cc1ccc(-n2cc(CN3CCN(C)C(CCO)C3)cn2)cc1 (stereo not given)	6	-0.1	-0.8	-16
COc1ccc(C2=N/C(=C\c3cccc4ccccc34)C(=O)O2)cc1OC	10	0.0	0.4	6
CC1=C(C(=O)OCC(C)C)C(c2ccc(N(C)C)cc2)c2c(n(C)c(=O)n(C)c2=O)N1 (stereo not given)	9	0.1	-0.8	-1
COc1ccc(CN2CCc3nnc(CNC(=O)C4CCC(=O)N4)n3CC2)c(C)c1C (stereo not given)	12	0.1	-0.2	8
Cc1ccc(C(=O)Nc2cc(-c3nc4cccnc4s3)ccc2C)cc1	16	0.1	0.0	8
Cc1nnc2sc(SCc3ccc(F)cc3)nn2c1=O	-9	-1.2	-0.1	6
NNC(=O)c1ccc([N+](=O)[O-])cc1Cl	3	-0.1	-0.5	6
O=C(/C=C/c1ccccc1)Nc1cc(C(=O)N2CCN(Cc3ccccc3)CC2)ccc1N1CC2CC(C1)c1cccc(=O)n1C2 (stereo not given)	12	-0.1	1.6	-1
N#C/C(=C(/O)CCl)c1nnc2n1CCCCC2	22	0.7	-2.1	-2
O=C(CSc1nc2ccccc2s1)Nc1ccc([N+](=O)[O-])cc1O	10	0.0	-0.3	5
COc1cccc(C2C(C(=O)OC3CCCCC3)=C(C)NC3=C2C(=O)CC(c2ccc(Cl)cc2)C3)c1 (stereo not given)	15	0.6	0.8	7
Cc1ccc(NC(=S)Nc2cccc(S(=O)(=O)N(C)C)c2)cc1C	0	0.0	2.7	-3
c1ccc(CSc2nc(SCc3nc4ccccc4[nH]3)c3ccccc3n2)cc1	9	-0.1	-0.3	5
Cc1ccc(CN2CC34C=CC(C)(O3)C(C(=O)O)C4C2=O)cc1 (stereo not given)	11	0.2	-0.9	9
Cc1ccc(S(=O)(=O)N(C)CC(=O)N(Cc2ccccc2)Cc2ccccc2)cc1	6	0.1	-1.3	4
COC(=O)c1c(C)oc2c1cc(NS(=O)(=O)c1ccc(F)cc1)c1ccccc12	3	-0.1	-0.8	10
CCCc1cc(=O)n2[nH]c(Cc3ccccc3)nc2n1	15	0.7	-0.3	-4
Cn1cccc1/C=N/NC(=O)c1nc(N)n[nH]1	-3	-0.4	-1.2	-14
CCN(CC)C(=O)C1CCCN(c2cc(NCCO)ncn2)C1 (stereo not given)	3	0.1	-0.6	2
O=[N+]([O-])C12CN(Cc3ccccc3)CN(CN(C(=S)Nc3ccccc3)C1)C2 (stereo not given)	-11&12	0.2&1.2	-0.1&-0.3	8&6
O=C(c1cn(-c2ccccc2)nc1-c1cc2ccccc2oc1=O)N1CCOCC1	5	0.3	-2.2	7
CCN1CCN(C(=O)c2cn(C3CCCC3)c(=O)c3c2c2ccccc2n3C)CC1	-4	-0.1	0.3	1

An excerpt from above in order of molecular weight, falling:
molecule	MITF inh	FBW7 act	GPR151 ag	TEAD-YAP inh
c1ccc(CSc2nc(SCc3nc4ccccc4[nH]3)c3ccccc3n2)cc1	9	-0.1	-0.3	5
Cc1ccc(NC(=S)Nc2cccc(S(=O)(=O)N(C)C)c2)cc1C	0	0.0	2.7	-3
CCN(CC)C(=O)C1CCCN(c2cc(NCCO)ncn2)C1 (stereo not given)	3	0.1	-0.6	2

(list continues)
molecule	MITF inh	FBW7 act	GPR151 ag	TEAD-YAP inh
O=C1NCCN(Cc2ccoc2)C1CC(=O)N1CCN(Cc2cccs2)CC1 (stereo not given)	-7	0.0	-0.9	-2
Cc1ccc(-n2nc3c(c2NC(=O)c2cc(Cl)ccc2Cl)CS(=O)(=O)C3)c(C)c1	24	0.5	-0.2	7
COc1ccc(/C=C2\C(=O)NC(=O)N(c3cc(C)cc(C)c3)C2=O)c(OC)c1OC	13	0.1	-1.1	18
CC(=O)N1CCC2(CC1)OCc1cc(-c3cc(C)c(O)c(C)c3)ccc1O2	-3	-0.4	0.6	-3
O=C(COc1ccccc1)Nc1cccc(S(=O)(=O)c2cccc(NC(=O)COc3ccccc3)c2)c1	3	-0.1	1.1	-5
CCC1Sc2cc(S(=O)(=O)CCC(=O)Nc3cccc(F)c3)ccc2NC1=O (stereo not given)	-9	-0.1	2.2	12
COc1ccc(Cl)cc1N1C(=O)CSC1c1ccccc1[N+](=O)[O-] (stereo not given)	4	-0.1	0.5	-2
CC(c1ccc(F)cc1)n1cc(C(=O)NCc2ccccn2)nn1 (stereo not given)	-6	-0.1	-0.8	-10
CCOc1ccccc1NC(=O)c1ccc(F)c(S(=O)(=O)N2CCC3(CC2)OCCO3)c1	0	-0.1	-1.6	-6
O=C(NCC1CCCO1)c1cc2c(s1)CS(=O)(=O)C2 (stereo not given)	5	-0.2	-0.2	0
COc1cccc(OC)c1OCC(O)CN1CCOCC1 (stereo not given)	1	-0.1	2.3	0
CN(C)C(=S)SCC(=O)NC(=O)NC(C)(C)C	6	0.1	0.3	-2
O=C(CSc1nc2[nH]ncc2c(=O)n1-c1cccc(C(F)(F)F)c1)NCc1cccs1	-3	0.0	0.9	0
Cc1cccc(NS(=O)(=O)c2cc(C(=O)N3CCC(C(N)=O)CC3)ccc2Cl)c1	8	0.1	0.4	2
COc1ccc(CN(CCC2(c3ccccc3)CCOC(C)(C)C2)C(C)=O)cc1OC (stereo not given)	2	-1.4	-0.1	-12
CCc1ccccc1NC(=O)CSc1nc2n[nH]c(C)c2c(=N)n1-c1ccc(OC)cc1	-1	-0.1	-0.8	4
CC(C)(C)c1cc(Br)ccc1OCC(=O)Nc1ccc(S(=O)(=O)Nc2nccs2)cc1	0	0.0	-0.2	2
O=C(COc1ccc(S(=O)(=O)NC2CCCCC2)cc1Cl)N1CCCCC1	0	-0.4	-2.0	13
CC1(C)CC2CC(C)(CN2C(=O)CSc2ncnc3ccccc23)C1 (stereo not given)	1	0.0	2.2	-3
CN(Cc1ccccc1)C(=O)c1ccc2c(=O)n(CCc3ccccc3)c(SCc3cccc(Cl)c3)nc2c1	22	0.6	-1.3	7
O=C(CSc1nnc(NCc2ccccc2)s1)Nc1ccc(Cl)cc1	-4	0.0	-0.4	-1
O=C1OC(/C=C/c2cccc(Cl)c2Cl)=NC/1=C\c1cccc([N+](=O)[O-])c1	-4	0.2	0.4	-1
COc1ccc(/C=C2/C(=O)NN(c3cccc(C)c3)C2=O)cc1	21	0.0	-0.3	5
CC(=O)c1cc(-c2ccccc2)n(CC(=O)NC2CCCCC2)c1C	1	-0.1	0.9	-12

6 successive records already listed:
molecule	MITF inh	FBW7 act	GPR151 ag	TEAD-YAP inh
CC1(C)CC2CC(C)(CN2C(=O)CSc2ncnc3ccccc23)C1 (stereo not given)	1	0.0	2.2	-3
CN(Cc1ccccc1)C(=O)c1ccc2c(=O)n(CCc3ccccc3)c(SCc3cccc(Cl)c3)nc2c1	22	0.6	-1.3	7
O=C(CSc1nnc(NCc2ccccc2)s1)Nc1ccc(Cl)cc1	-4	0.0	-0.4	-1
O=C1OC(/C=C/c2cccc(Cl)c2Cl)=NC/1=C\c1cccc([N+](=O)[O-])c1	-4	0.2	0.4	-1
COc1ccc(/C=C2/C(=O)NN(c3cccc(C)c3)C2=O)cc1	21	0.0	-0.3	5
CC(=O)c1cc(-c2ccccc2)n(CC(=O)NC2CCCCC2)c1C	1	-0.1	0.9	-12

Additional compounds.
molecule	MITF inh	FBW7 act	GPR151 ag	TEAD-YAP inh
Cc1ccsc1CN1CCc2c(nc(N3CCC(C)CC3)[nH]c2=O)C1	8	-0.1	4.5	1
Cc1cc(C)nc(SCC(=O)Nc2cccc(C(F)(F)F)c2)n1	0	0.3	-1.1	1
Cc1ccc(NC(=S)NNC(=O)Cn2ncc3ccccc3c2=O)cc1	-8	0.1	1.4	7
COc1ccccc1N1C(=O)C2C(C1=O)C1(c3ccccc3)C(=O)C2(c2ccccc2)C(c2ccc(C)cc2)=C1c1ccc(C)cc1 (stereo not given)	-4	0.0	-1.4	-10
CCc1ccc(CN2CCN(Cc3ccccc3[N+](=O)[O-])CC2)cc1	74*	-0.2	0.7	1
CCOc1ccc(-n2cc(-c3ccccc3)c3c(N4CCN(c5ccc(C)cc5)C(C)C4)ncnc32)cc1 (stereo not given)	-11	-0.1	-0.3	3
COc1cc(=O)n2c(c1C(=O)NCCC(C)C)CCN(C(=O)C1=NN(C)C(=O)CC1)CC2	-5	-0.1	0.4	-5
CS(=O)(=O)N1CCN(C2CCC(c3ccccc3)CC2)CC1 (stereo not given)	5	0.0	-1.8	14
CCOc1ccc(NC(C)C(=O)N/N=C/c2cc(Br)cc(OC)c2O)cc1 (stereo not given)	11	0.0	2.1	8
CC1=CC(C)C2COC(c3ccccc3O)C1C2 (stereo not given)	-1	-0.2	5.3*	3
CC(Oc1ccc(Cl)cc1Cl)C(=O)Nc1nnn(C)n1 (stereo not given)	16	0.0	0.4	-2
CCOCCCNC1CCN(c2nc(C)c3cc(OC)ccc3n2)CC1	-5	0.2	0.6	49*
CCC(Sc1nc2cc3c(cc2c(=O)n1Cc1ccc2c(c1)OCO2)OCO3)C(=O)N1CCCC1 (stereo not given)	-12	-0.1	2.2	-5
Nc1cc(OC(=O)c2ccc(F)cc2)nn1S(=O)(=O)c1ccccc1	-4	-0.1	-0.3	-1
CCOc1ccc(C2Oc3ccccc3C3CC(c4ccccc4)=NN32)cc1 (stereo not given)	6	0.2	-0.7	-45
O=C(NCc1cccs1)C1CC12CCN(C1Cc3ccccc3C1)CC2 (stereo not given)	9	0.0	0.0	4
CC1CCc2cc(F)ccc2N1S(=O)(=O)c1cccc2cccnc12 (stereo not given)	0	-0.2	2.8	7
Cc1cc(C(=O)NC(C)C)ccc1[N+](=O)[O-]	-5	0.0	-0.4	-2
COc1cc2nc(NCCN3CCOCC3)n3nc(-c4ccccc4)nc3c2cc1OC	7	0.0	-0.4	-8
CCOC(=O)c1nnn(-c2nonc2N)c1COc1cc(C)c(Cl)c(C)c1	1	0.2	-0.1	-3
COC(=O)c1cc(-c2cccc(Br)c2)nc2ccccc12	-4	0.0	0.6	-7
COc1ccc2c(CNCCc3ccco3)c(C(=O)O)n(Cc3ccc(C)cc3)c2c1	0	-0.1	0.6	0
COc1ccc(CC(=O)Nc2ccc(-c3cn4c(n3)SCC4)cc2)cc1OC	6	-0.1	0.1	-2
COc1cc(C(=O)Oc2coc(CSc3nc(C)cs3)cc2=O)cc(OC)c1OC	-1	-0.1	-1.4	-4
COc1ccc(-c2nc(C(N)=O)cs2)cn1	10	0.0	-0.2	4
O=S(=O)(Cc1ccccc1)NCC1CCCN(Cc2cnc(N3CCCC3)s2)C1 (stereo not given)	2	0.1	2.6	-1
O=C(Nc1c2c(nn1-c1ccc(F)cc1)CSC2)c1ccc(Cl)cc1	9	0.2	0.9	1
O=C(Nc1ccccc1F)c1c(O)c2cccc3c2n(c1=O)CCC3	3	0.1	2.2	6
CC(=O)NC1(C(F)(F)F)N=C2SCCN2C1=O (stereo not given)	-3	0.0	-0.1	10
COc1ccccc1-n1c(CNC(=O)c2ccc(C(C)(C)C)cc2)n[nH]c1=S	-5	-0.1	1.5	-5
O=C(Cn1cnc2sc3c(c2c1=O)CCCC3)NCCC(=O)Nc1ccccn1	10	0.0	-0.7	8
Cc1ccc2c(C)nc(N3CCC(C(=O)N[C@@H](C)c4ccccc4)CC3)nc2c1	-2	-0.1	-1.7	0
COc1ccc(S(=O)(=O)N2CCN(CC(=O)Nc3cc(C(F)(F)F)ccc3Cl)CC2)cc1	2	-0.1	-0.2	8
O=C1NCC(c2ccccc2)C1C(=O)N/N=C\c1c(F)cccc1Cl (stereo not given)	12	1.0	-0.9	3
Fc1ccc(Nc2nc(SCc3ccc(Cl)cc3)nc3ccccc23)cc1	-9	0.1	0.3	2
O=C(NN=C1CCCCC1)C1CC1c1ccccc1 (stereo not given)	2	-0.1	0.1	-7
COc1cccc(N2C(=O)CC(N3CCN(c4ccc(Cl)cc4)CC3)C2=O)c1 (stereo not given)	10	0.2	1.4	-1
